OXTR agonist = agonists of human oxytocin receptor. 0.32% of 320,000 active. AID 2435. CHO-OTR cells, Fluo-8 calcium fluorescence; normalized: DMSO 0%, oxytocin 100%. activation, % at 3 µM;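 active means activation above the mean of all tested compounds plus 3 SD, cutoff set per screening run, cut at about 20% in these data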;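 further: peak over basal fluorescence ratio from a 100 s FLIPR kinetic read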
CHO parental Ca = counter-screen for OX1R antagonists: effect in parental CHO cells; 0.63% of 330,000 active; AID 463079; parental CHO-K1, ATP-induced calcium, Fluo-8 fluorescence; inhibition, % at 5.6 µM;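 active means inhibition above that plate's mean sample inhibition plus 3 SD, cut at about 26% in these data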;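 further: 0% = ATP-challenged DMSO wells and 100% = DMSO wells without ATP; some compounds past the cut are filed as inactive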
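Assay system – parental CHO cells · Reagent – ATP stimulus · Detection – intracellular calcium via Fluo-8 no-wash fluorescent dye · Evaluation – percent inhibition of ATP-evoked calcium rise, normalized to controls · Controls – ATP wells versus no-ATP DMSO wells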
CHO-K1 Ca antag = M1 antagonist counterscreen hit in parental CHO-K1 cells; ATP-induced calcium, Fluo-8 fluorescence; inhibition, % at 3 µM; 0.6% of 360,000 active;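 active means inhibition above a per-plate cutoff, the plate's mean sample inhibition plus 3 SD, cut at about 24% in these data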;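 further: 0% = DMSO plus EC80 ATP and 100% = DMSO alone without ATP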
CHO-K1 Ca PAM = nonselective activator or artifact in parental CHO-K1 calcium assay | ATP EC20, Fluo-8 calcium fluorescence; 0% at ATP EC20, 100% at ATP max | activation, % at 3 µM | AID 602247 | 0.02% of 360,000 active;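 active means activation above the run cutoff, the mean activation of all test compounds plus 3 SD, cut at about 40% in these data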;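 further: peak over basal fluorescence ratio in a 140 s read after ATP addition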
V1R ag counter = counter-screen for oxytocin receptor agonists: human V1a receptor agonists; P37288; CHO-V1R cells, Fluo-8 calcium fluorescence, agonist mode; 0% DMSO, 100% 3 nM vasopressin; activation, % at 3 µM; 0.25% of 320,000 active;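 active means activation above the mean activation of all tested compounds plus 3 SD, per screening run, cut at about 20% in these data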;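 further: signal is peak over basal fluorescence ratio across a 100 second FLIPR read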
Target sequence (P37288 whole entry, looked up): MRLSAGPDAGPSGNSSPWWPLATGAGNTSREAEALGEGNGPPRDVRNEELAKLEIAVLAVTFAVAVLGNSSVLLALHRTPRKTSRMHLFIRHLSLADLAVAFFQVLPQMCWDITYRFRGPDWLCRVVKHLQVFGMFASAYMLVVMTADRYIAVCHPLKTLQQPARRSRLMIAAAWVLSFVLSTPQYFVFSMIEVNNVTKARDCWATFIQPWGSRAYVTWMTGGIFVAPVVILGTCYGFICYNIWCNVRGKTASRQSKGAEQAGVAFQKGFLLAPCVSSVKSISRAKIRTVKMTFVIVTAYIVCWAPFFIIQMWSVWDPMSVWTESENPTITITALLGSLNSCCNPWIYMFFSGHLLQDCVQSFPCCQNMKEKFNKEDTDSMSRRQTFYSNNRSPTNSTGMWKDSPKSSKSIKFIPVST
TAAR1 antag = antagonists of human TAAR1; Q96RJ0; CHO RD-HGA16 TAAR1, Fluo-8 calcium fluorescence, antagonist; inhibition, % at 3 µM; 1.5% of 360,000 active; AID 624466;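 active means inhibition above a per-plate cutoff, the mean inhibition of test compounds on that plate plus 3 SD, cut at about 49% in these data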;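 further: 0% = DMSO plus EC80 beta-PEA response and 100% = DMSO alone without agonist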
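Test system – hTAAR1-expressing CHO RD-HGA16 cells, Gα16-coupled · Reagent – β-PEA at EC80 concentration, post-compound challenge · Compound dosing – 3 µM, single point · Timing – 140 s kinetic read after compound, 140 s after agonist · Detection – Fluo-8 intracellular calcium dye fluorescence, real-time kinetic reads · Control set – DMSO and EC80 PEA controls · Repeats – n of 1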
CHO-K1 Ca ag = nonselective activator or artifact in parental CHO-K1 cells | AID 602248 | Fluo-8 calcium fluorescence; scaled to maximal ATP response, vehicle zero | activation, % at 3 µM | 0.48% of 360,000 active; in the data active means activation above about 15%;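 further: untransfected CHO-K1 host cells lacking M1 receptor as counterscreen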
GPR7 antagonist = blocks human GPR7 receptor signaling. 1.1% of 290,000 active. inhibition, % at 4.4 µM. AID 1861. GPR7-expressing cells, fluorescence antagonist assay; in the data active means inhibition above about 16%, passing the limit was not always enough;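 further: cells stimulated with the agonist NPW; 0% = agonist with vehicle and 100% = vehicle without agonist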
Target sequence (P48145 whole entry, looked up): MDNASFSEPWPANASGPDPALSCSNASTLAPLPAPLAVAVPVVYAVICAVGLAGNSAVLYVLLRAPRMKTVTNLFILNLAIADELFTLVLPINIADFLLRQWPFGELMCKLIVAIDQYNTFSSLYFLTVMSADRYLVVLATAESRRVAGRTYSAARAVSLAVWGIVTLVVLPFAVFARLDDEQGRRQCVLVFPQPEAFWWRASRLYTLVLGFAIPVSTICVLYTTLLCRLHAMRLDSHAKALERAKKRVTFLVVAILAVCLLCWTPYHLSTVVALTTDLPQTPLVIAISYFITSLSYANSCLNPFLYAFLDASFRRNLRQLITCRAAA
OXTR potentiate = potentiates the human oxytocin receptor response. 0.061% of 320,000 active. activation, % at 3 µM. AID 2445. CHO-OTR cells, Fluo-8 calcium fluorescence, potentiator mode; 0% = oxytocin EC15, 100% = EC100;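 active means activation above that plate's cutoff, the mean activation of tested compounds plus 3 SD, cut at about 6.6% in these data, passing the limit was not always enough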;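 further: 100% uses oxytocin at 75 nM as the full agonist control; some results filed as inactive read as strong as hits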
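System: human OTR in CHO cells; Also added: sub-maximal oxytocin, roughly EC15; Timing: compound 6 min at room temperature before oxytocin, 100 s read; Technique: Fluo-8 intracellular calcium fluorescence, ex 470-495, em 515-575 nm; Controls: oxytocin EC15 low and EC100 high; Replication: singlicate.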
Active calls of the source: *; nt = no result given. Rows are unselected; any-hit rate near 3.5%.

SMILES | OXTR agonist | CHO parental Ca | CHO-K1 Ca antag | CHO-K1 Ca PAM | V1R ag counter | TAAR1 antag | CHO-K1 Ca ag | GPR7 antagonist | OXTR potentiate
COc1ccc(S(=O)(=O)N(C)C[C@H]2Oc3ccc(NC(=O)Nc4ccc5c(c4)OCO5)cc3C(=O)N([C@H](C)CO)C[C@@H]2C)cc1 | 0.7 | -9 | -15 | 23 | 1.1 | 11 | 0.8 | nt | -4
CC(C)Cc1cc(C(=O)O)c2ccccc2n1 | 0.6 | -11 | -10 | 10 | -0.2 | 7 | 0.2 | 2 | -3
COc1ccc(NC(=O)Cn2c(=O)oc3ccccc32)cc1 | -1.0 | 0 | -10 | 9 | 0.6 | -24 | 0.1 | 4 | -16
CCn1ccnc1[C@@H]1C[C@H]2CN(Cc3ccccc3OC)C(=O)[C@]23CCCN13 | -0.7 | -9 | -15 | 19 | -0.6 | -36 | 1.4 | -6 | -14
COc1ccc(-n2c(C)cc(C(=O)CCl)c2C)cc1 | -1.9 | -6 | -11 | 2 | -0.4 | 9 | 0.4 | -17 | 1
COc1cc([N+](=O)[O-])cc(/C=N/NC(=O)C(C)Nc2ccccc2C)c1O (stereo unspecified) | -3.2 | -8 | -7 | -2 | -0.9 | -23 | -0.8 | -5 | -2
CC(=O)c1cccc(NC(=O)c2c(C)nn(-c3ccccc3)c2Cl)c1 | -0.1 | -14 | 7 | 14 | 2.4 | 46 | 4.4 | -6 | -15
Cc1ccc(O)c(NC(=O)C2CC(c3ccc(F)cc3)=NO2)c1 (stereo unspecified) | -0.1 | -13 | -12 | 17 | 1.2 | -24 | 1.2 | -7 | -12
CN(CC(=O)Nc1ccc(Cl)cc1)C(=O)CCC1CCCC1 | 0.6 | -9 | 17 | -26 | 1.9 | -22 | -0.4 | -12 | 4
CCc1c(C)nc2ncnn2c1N1CCC(C(=O)Nc2ccccc2)CC1 | -0.5 | -6 | -33 | -3 | 0.0 | 0 | 0.7 | 0 | -7
Cc1ccccc1-n1c(=O)c2ccccc2n(CC(=O)NCc2ccco2)c1=O | -0.8 | 6 | -10 | 17 | -0.1 | -13 | 0.1 | -3 | 2
O=C(NCC1CCCCC1)C1(CC2CC(c3cccc(Br)c3)=NO2)CCNCC1 (stereo unspecified) | -1.3 | -13 | 6 | 11 | -0.5 | -17 | -0.6 | 13 | -14
Cc1n[nH]c(=O)c2ccccc12 | 0.4 | -3 | -16 | 10 | 0.5 | -4 | 1.2 | 0 | 1
N#C/C(=C/c1ccc(F)cc1)S(=O)(=O)c1ccccc1 | 1.4 | -15 | 10 | -19 | 2.3 | 5 | 0.1 | 15 | -4
CN(C)CCCC1(O)c2ccccc2C=Cc2ccccc21 | 1.4 | -6 | 10 | -4 | 2.4 | 3 | 0.0 | -5 | -9
COc1cccc(CC2(CO)CCN(C(=O)NC3CCCCC3)CC2)c1 | 0.1 | -28 | 2 | 5 | 0.8 | -15 | 14 | -8 | -13
CC(=O)N1CN(C2CCS(=O)(=O)C2)Cc2c1sc1c2CCCC1 (stereo unspecified) | 0.6 | -8 | -7 | 18 | 1.5 | -4 | 0.9 | -5 | -6
CN(Cc1ccccc1Cl)C(=O)c1cc2ccccc2o1 | -1.5 | -20 | -2 | 6 | 5.6 | 9 | -1.3 | 3 | -5
COc1ccc(NC(=O)C2CCN(C(=O)c3ccccc3)CC2)cc1OC | -0.8 | -6 | -9 | 7 | -0.1 | -11 | -0.2 | -14 | -2
O=C(NC(=S)N1CCc2ccccc21)C1CCC1 | -0.7 | -1 | -8 | 12 | -0.8 | -18 | 0.3 | -4 | -5
CCc1cc2c(=O)c(-c3nc4ccccc4n3C)c(C)oc2c(CN2CCN(CCO)CC2)c1O | 1.1 | -10 | -27 | 11 | -0.1 | 1 | 0.3 | 4 | 6
CC(C)(C)NS(=O)(=O)c1ccc(-c2csnn2)s1 | 0.3 | -1 | -5 | 18 | 0.7 | 7 | 1.4 | -8 | -22
COc1ccc(N2C(=O)C3C4C=CC(C4)C3C2=O)c(OC)c1 (stereo unspecified) | 0.3 | -5 | -7 | 27 | 0.4 | 8 | 2.6 | -11 | -6
CCCC(C)NC(=O)CSCc1ccc(OC)cc1 (stereo unspecified) | -1.4 | 2 | -7 | -2 | 0.8 | -9 | -0.2 | -17 | -9
Cc1cccc(OCCSc2ncnc3nc[nH]c23)c1 | 1.1 | -8 | -11 | -17 | 3.7 | -6 | 2.6 | 17 | -22
SMILES | OXTR agonist | CHO parental Ca | CHO-K1 Ca antag | CHO-K1 Ca PAM | V1R ag counter | TAAR1 antag | CHO-K1 Ca ag | GPR7 antagonist | OXTR potentiate
CC(OC(=O)c1ccc(O)cc1)C(=O)Nc1ccc(Oc2ccccc2)cc1 (stereo unspecified) | 0.4 | 23 | -6 | -17 | 0.0 | 49* | 0.4 | nt | -11
Cc1cnnn1-c1ccc(C(=O)CCl)cc1 | 2.1 | -3 | -3 | -4 | 1.1 | -6 | -0.1 | 2 | -7
Cc1nc(N)nc2c1CCCC2 | 0.1 | -11 | 4 | 5 | 0.6 | 13 | -0.3 | 14 | -10
CN1C(=O)CC(Nc2cccc3cccc(N)c23)C1=O (stereo unspecified) | -0.5 | 0 | -12 | 16 | -0.8 | nt | -0.4 | -5 | -5
COCCN1C(=O)N[C@@H](c2cccc(C(F)(F)F)c2)[C@H](C(=O)OC)[C@H]1C | 0.7 | -13 | -7 | -8 | 0.7 | -4 | 0.0 | nt | 2
C[C@@H]1CCCCO[C@H](CN(C)S(=O)(=O)c2cccs2)[C@@H](C)CN([C@H](C)CO)C(=O)c2cc(NC(=O)Nc3ccc4c(c3)OCO4)ccc2O1 | nt | nt | -21 | 21 | nt | -4 | 0.4 | nt | nt
C#CCSc1nncn1C(=O)/C=C/c1ccccc1 | 0.0 | -1 | nt | nt | 0.8 | nt | nt | -7 | 6
NC(=O)C1CCN(S(=O)(=O)c2ccccc2[N+](=O)[O-])CC1 | 0.5 | -2 | -2 | 10 | 0.6 | -19 | -0.2 | -8 | 3
Cc1noc(C)c1CCC(=O)N1CCCC(CO)(Cc2ccccc2)C1 (stereo unspecified) | 0.4 | 2 | -12 | 19 | 0.7 | -32 | 2.0 | -10 | -12
COCCCNc1nc2ccccc2nc1NS(=O)(=O)c1cccs1 | -0.6 | -7 | -6 | 16 | 0.2 | 7 | 0.3 | -11 | -6
CN(C)c1ccc(NC(=O)CCCc2ccccc2)cc1 | -2.3 | 4 | -16 | 19 | 0.2 | -3 | -0.6 | 1 | -9
CCOc1ccc(CNC(=O)CCS(=O)(=O)c2ccc3c(c2)NC(=O)CO3)cc1OC | -0.6 | -17 | -15 | 13 | 0.7 | -1 | 1.3 | -16 | -2
O=C(N/N=C/c1cccnc1)c1ccc(Cn2cc([N+](=O)[O-])cn2)o1 | 0.0 | -6 | -12 | -6 | 0.2 | -9 | 0.5 | -2 | -2
Cc1ccc2c(COC(=O)C3CC(=O)N(c4ccc5c(c4)OCCO5)C3)cc(=O)oc2c1 (stereo unspecified) | 5.4 | -15 | 2 | 3 | 4.6 | -8 | 0.9 | nt | -9
O=C(COc1ccc(Cl)cc1)NCCCNC(=O)c1cccnc1 | 1.0 | -3 | 1 | -2 | 2.5 | -5 | 8.2 | -1 | -4
Cc1ccc(Cl)c(OCCCN(C)Cc2ccccc2)c1 | -1.1 | -32 | 17 | 4 | -0.1 | -33 | 1.1 | 1 | -11
Cc1ccc(S(=O)(=O)N2CCN=C2SCc2c(F)cccc2Cl)cc1 | 0.7 | 2 | -10 | 7 | 1.3 | 5 | 1.0 | -3 | -12
O=C(NC(=S)Nc1c(Cl)cc(Cl)cc1Cl)c1ccccc1 | nt | nt | -4 | 16 | nt | -36 | 9.4 | nt | nt
CCc1ccc(/C=C(/C#N)C(N)=S)s1 | -2.1 | 6 | 17 | -7 | -0.9 | 22 | -0.6 | 1 | 2
COc1cccc(NC(=O)Cc2c(O)c3ccccc3[nH]c2=O)c1 | 0.7 | -1 | 25* | -6 | 0.2 | 6 | 0.0 | -3 | -6

An excerpt of these results, in CSV form.
canonical_smiles,OXTR agonist,CHO parental Ca,CHO-K1 Ca antag,CHO-K1 Ca PAM,V1R ag counter,TAAR1 antag,CHO-K1 Ca ag,GPR7 antagonist,OXTR potentiate
COCCN1C(=O)N[C@@H](c2cccc(C(F)(F)F)c2)[C@H](C(=O)OC)[C@H]1C,0.7,-13,-7,-8,0.7,-4,0.0,nt,2
C[C@@H]1CCCCO[C@H](CN(C)S(=O)(=O)c2cccs2)[C@@H](C)CN([C@H](C)CO)C(=O)c2cc(NC(=O)Nc3ccc4c(c3)OCO4)ccc2O1,nt,nt,-21,21,nt,-4,0.4,nt,nt
C#CCSc1nncn1C(=O)/C=C/c1ccccc1,0.0,-1,nt,nt,0.8,nt,nt,-7,6
NC(=O)C1CCN(S(=O)(=O)c2ccccc2[N+](=O)[O-])CC1,0.5,-2,-2,10,0.6,-19,-0.2,-8,3
Cc1noc(C)c1CCC(=O)N1CCCC(CO)(Cc2ccccc2)C1 (stereo unspecified),0.4,2,-12,19,0.7,-32,2.0,-10,-12
COCCCNc1nc2ccccc2nc1NS(=O)(=O)c1cccs1,-0.6,-7,-6,16,0.2,7,0.3,-11,-6
CN(C)c1ccc(NC(=O)CCCc2ccccc2)cc1,-2.3,4,-16,19,0.2,-3,-0.6,1,-9
CCOc1ccc(CNC(=O)CCS(=O)(=O)c2ccc3c(c2)NC(=O)CO3)cc1OC,-0.6,-17,-15,13,0.7,-1,1.3,-16,-2
O=C(N/N=C/c1cccnc1)c1ccc(Cn2cc([N+](=O)[O-])cn2)o1,0.0,-6,-12,-6,0.2,-9,0.5,-2,-2
Cc1ccc2c(COC(=O)C3CC(=O)N(c4ccc5c(c4)OCCO5)C3)cc(=O)oc2c1 (stereo unspecified),5.4,-15,2,3,4.6,-8,0.9,nt,-9

Source: PubChem (The Scripps Research Institute Molecular Screening Center)
